MC4R antag cAMP: human MC4R antagonism in cAMP assay | P32245 | MC4R-expressing cells, MTII-stimulated cAMP, LANCE TR-FRET | inhibition, % at 6.5 µM | 0.48% of 360,000 active;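 active means inhibition above its plate's cutoff, the mean of tested wells on that plate plus 3 SD, cut at about 29% in these data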;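 further: 0% = Melanotan II alone and 100% = Melanotan II plus saturating MCL0020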
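system = U2OS cells with stable human MC4R expression | also added = Melanotan II challenge after compound preincubation | dosing = one concentration, 6.5 µM nominal | incubation = compound 30 min, challenge 1 h, detection 1 h | measured by = TR-FRET with Eu-cAMP and labeled anti-cAMP, 671 nm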
Vif inh: blocks HIV Vif function. 0.35% of 340,000 active. HEK293T cells, Vif self-association by quenched fluorescence, imaging, 24 h. inhibition, % at 7.49 µM. AID 602346; in the data active means inhibition above about 50%, passing the limit was not always enough; further: some results filed as inactive read as strong as hits
MC4R ag barr: human MC4R agonism via beta-arrestin. P32245. U2OS MC4R beta-arrestin complementation, luminescence; percent of melanotan II response, DMSO zero. activation, % at 8.9 µM. 0.98% of 360,000 active. AID 540308;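 active means activation above a per-plate cutoff, the mean activation of sample wells on that plate plus 3 SD, cut at about 8% in these data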
Granule exo inh: lytic granule exocytosis inhibition; TALL-104 LAMP-1 surface exposure, flow cytometry; cells stimulated with thapsigargin and PMA; inhibition, % at 10 µM; 0.66% of 360,000 active; AID 651702;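 active means inhibition above about 55%, limit read from the data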
Glyco luc inh: N-linked glycosylation inhibition; D54 ERlucT glycosylation luciferase reporter, 24 h; percent of 100 nM tunicamycin response; reporter increase, % at 12.5 µM; 0.23% of 360,000 active;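 active means mean luciferase reporter signal, scaled so untreated is 0 and the glycosylation-blocking control 100, at or above a set limit in every replicate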;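 further: luciferase carries N-glycosylation sites so blocking glycosylation raises the light; 0% = median of neutral control wells and 100% = median of 100 nM tunicamycin wells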
TLR9-MyD88 block: TLR9-MyD88 interaction inhibition; Q9NR96+Q99836; CHO BLA complementation TLR9-MyD88, CCF4 FRET ratio; inhibition, % at 4.98 µM; 0.21% of 340,000 active; AID 504734;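 active means inhibition above the mean over all tested compounds plus 3 SD, cut at about 21% in these data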;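 further: 0% = DMSO only wells and 100% = clavulanate BLA inhibitor control wells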
Target sequence (Q99836 whole entry, looked up): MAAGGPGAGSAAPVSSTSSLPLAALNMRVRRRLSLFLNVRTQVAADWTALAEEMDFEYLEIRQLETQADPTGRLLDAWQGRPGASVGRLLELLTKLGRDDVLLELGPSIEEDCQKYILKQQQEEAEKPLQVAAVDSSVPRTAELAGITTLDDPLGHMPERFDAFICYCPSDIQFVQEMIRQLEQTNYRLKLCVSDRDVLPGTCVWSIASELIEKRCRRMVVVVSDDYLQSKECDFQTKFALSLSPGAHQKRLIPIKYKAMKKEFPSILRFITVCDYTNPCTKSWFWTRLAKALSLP
Target sequence (Q9NR96 whole entry, looked up): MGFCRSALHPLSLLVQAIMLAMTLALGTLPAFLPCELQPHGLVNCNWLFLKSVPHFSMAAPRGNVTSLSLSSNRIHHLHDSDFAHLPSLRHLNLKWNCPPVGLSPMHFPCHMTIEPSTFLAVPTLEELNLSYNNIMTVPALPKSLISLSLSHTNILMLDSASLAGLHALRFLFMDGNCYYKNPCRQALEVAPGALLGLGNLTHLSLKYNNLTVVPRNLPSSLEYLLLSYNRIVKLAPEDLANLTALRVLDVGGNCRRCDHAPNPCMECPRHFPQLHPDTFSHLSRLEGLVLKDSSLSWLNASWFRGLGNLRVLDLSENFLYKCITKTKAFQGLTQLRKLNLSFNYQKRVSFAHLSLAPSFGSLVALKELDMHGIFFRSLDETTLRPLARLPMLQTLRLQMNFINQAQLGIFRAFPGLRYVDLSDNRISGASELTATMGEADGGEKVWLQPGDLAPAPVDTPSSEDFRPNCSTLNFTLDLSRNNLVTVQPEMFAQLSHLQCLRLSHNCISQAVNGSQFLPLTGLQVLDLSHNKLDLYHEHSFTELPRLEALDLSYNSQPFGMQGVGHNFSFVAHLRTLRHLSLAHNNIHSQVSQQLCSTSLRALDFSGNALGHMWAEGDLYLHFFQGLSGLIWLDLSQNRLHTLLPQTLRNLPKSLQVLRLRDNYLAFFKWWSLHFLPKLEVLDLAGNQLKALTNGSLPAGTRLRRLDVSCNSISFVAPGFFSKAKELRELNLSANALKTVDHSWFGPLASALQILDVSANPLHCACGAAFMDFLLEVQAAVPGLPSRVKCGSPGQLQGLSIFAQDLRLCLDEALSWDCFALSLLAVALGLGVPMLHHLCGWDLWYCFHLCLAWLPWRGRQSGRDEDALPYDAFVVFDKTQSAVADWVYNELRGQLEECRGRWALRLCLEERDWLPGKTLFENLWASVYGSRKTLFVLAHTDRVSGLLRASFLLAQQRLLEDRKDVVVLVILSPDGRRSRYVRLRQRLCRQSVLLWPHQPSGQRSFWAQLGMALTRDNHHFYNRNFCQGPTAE
ABHD5 PLIN5 PPI: inhibitors of human ABHD5-perilipin-5 interaction; Q00G26+Q8WTS1; Split G. princeps luciferase complementation, luminescence, 4 h; inhibition, % at 4 µM; 0.78% of 360,000 active;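 active means inhibition above the mean inhibition across every tested compound plus 3 SD, cut at about 22% in these data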;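 further: 0% = DMSO only wells and the 100% control is not disclosed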
aDG glyco up: increases alpha dystroglycan glycosylation. activation, % at 10 µM. Pro5-aDG cells, alpha-DG glycosylation AlphaScreen (IIH6); 0% Pro5, 100% B10-LARGE cell signal. 0.22% of 360,000 active;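 active means activation of at least 8% versus controls, or a plate z-score of at least 8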;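 further: Pro5 are CHO cells carrying HIG-tagged alpha-DG that lacks glycosylation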
ABCB6 inh MLPCN: human ABCB6 transporter inhibition. K562-ABCB6 porphyrin accumulation, flow cytometry, 1 h; hits give low values. fluorescence ratio to DMSO, % at 10 µM. 0.19% of 360,000 active;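 active means fluorescence ratio to DMSO below 75%, the collection mean minus 3 SD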;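 further: signal is porphyrin accumulated inside mitochondria; 100% equals median channel fluorescence of DMSO control wells; lower ratio means ABCB6 inhibition with less porphyrin fluorescence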
NOD2 RIPK2 PPI: blocks binding of human NOD2 to RIPK2; O43353; CHO BLA complementation NOD2-RIPK2, CCF4 ratio; inhibition, % at 4.98 µM; 0.38% of 360,000 active; AID 624267; in the data active means inhibition above about 21%;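 further: 0% = vehicle only and 100% = reference blocker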
Active calls of the source: *; . = no result given.

structure	MC4R antag cAMP	Vif inh	MC4R ag barr	Granule exo inh	Glyco luc inh	TLR9-MyD88 block	ABHD5 PLIN5 PPI	aDG glyco up	ABCB6 inh MLPCN	NOD2 RIPK2 PPI
COC(=O)C1=C(c2ccc(Cl)c(C(F)(F)F)c2)C[C@@H]2CC[C@H]1N2C(=O)NCCOc1ccccc1	7.7	2.8	1.8	-1.9	-5.3	-7.5	-2.7	0.7	95.0	-3.2
Cc1onc(-c2c(Cl)cccc2Cl)c1/C(N)=N/OC(=O)N(C)C	-4.3	-5.9	-0.5	-4.1	-1.4	0.0	12.6	0.1	95.0	0.5
COc1ccc(-c2nc3ccc(Br)cn3c2CC(=O)N2CCCC2)cc1OC	.	.	.	-6.2	.	.	13.7	0.2	99.0	-8.0
C=CCn1c(O)c(C(C)=Nc2ccc(C(=O)OCC)cc2)c(=O)[nH]c1=O	12.5	0.9	0.1	-1.2	2.8	5.2	-6.2	-0.1	94.0	-6.6
C#C[C@@]1(O)CCC2C3CCC4=C/C(=N/OCC(=O)NC(C(=O)O)C(C)O)CC[C@]4(C)C3CC[C@@]21C (some centres not stated)	5.9	-10.5	-0.6	3.6	1.8	-0.4	6.4	-0.1	93.0	-7.5
CCOC(=O)c1cc(CC)sc1/N=C/C1C(=O)NC(=S)NC1=O	9.8	-6.8	-1.3	-0.4	1.5	2.6	-30.4	-0.1	106.0	3.0
O=C(CCC(=O)N1C[C@H]2C[C@@H](C1)c1cccc(=O)n1C2)NCc1ccccc1	-4.0	0.2	-0.1	0.4	2.4	8.2	1.1	-0.1	125.0	-3.1
NC(Cc1ccccc1Cl)c1nn[nH]n1 (configuration not stated)	10.3	1.4	-0.3	-6.2	-1.2	-19.4	-1.2	0.2	105.0	-1.6
C=CCNC(=S)Nc1ccc(OC(=O)Nc2ccc(Cl)c(Cl)c2)cc1	-1.9	-11.9	0.5	-6.4	1.3	0.6	-5.9	-0.3	93.0	3.4
Cc1cc(N2CCCC2)ccc1C=C(C#N)C#N	-0.5	-1.2	-2.2	0.2	1.5	5.0	0.5	0.0	106.0	-5.6
CCOP(=O)(OCC)/C(C#N)=C/c1ccoc1	-0.8	18.9	-2.3	1.3	0.7	-4.8	-1.2	0.0	101.0	-5.6
CCCCCn1c(=O)c(C(=O)Nc2ccccc2N)c(O)c2ccccc21	12.3	-0.2	0.3	3.8	-1.8	-8.5	-0.1	0.4	97.0	0.3
CNC(=O)Nc1ccc(C(O)(C(=O)OC)C(F)(F)F)cc1 (configuration not stated)	4.2	-2.6	-0.8	-2.4	1.1	-2.0	1.2	0.0	95.0	-11.1
CCN1CCC2(CC1)NC(CO)(CO)CO2	-1.7	0.0	1.7	2.2	-0.6	1.4	-6.3	-0.1	107.0	-1.8
O=C(c1cccs1)c1cn(Cc2ccccc2Cl)c2ccccc12	2.7	0.4	3.4	3.1	-2.7	-11.2	0.5	0.2	105.0	2.6
CN1C(=O)N(C)C(=O)C2(Cc3c(ccc4ccccc34)N(C)C2)C1=O	3.4	.	2.0	46.4	.	-1.3	6.3	0.0	101.0	-16.6
CCOC(=O)[C@]12Cc3cc(OC)ccc3[C@H]1N(Cc1ccccc1)C(=O)c1cc(F)c(F)cc12	6.4	-3.2	-1.2	-10.3	-9.1	-3.6	-6.0	0.1	93.0	0.0
O=c1[nH]c(=O)n(C2CCCCCC2)c(O)c1C=NCc1cccnc1	12.1	0.9	-2.0	-9.7	0.5	-8.8	1.9	0.0	97.0	-0.3
CC(C)(C)C(=O)N1Cc2ccccc2-n2nncc2C1	-6.1	-0.1	1.8	-1.7	1.4	-1.0	9.7	-0.1	100.0	-4.7
COc1ccc2nc3c(C)n(C)ccc-3c2c1	-1.4	-0.9	-0.8	-3.0	-1.5	-8.7	8.5	0.2	97.0	-4.4
C#CCN1CCN(c2ccc(F)cc2)CC1	-0.6	8.9	-0.1	-1.0	0.5	3.0	0.1	-0.2	93.0	-0.1
CCCC(C)C(=O)NC1CCSC1=O (configuration not stated)	4.4	-3.6	0.0	1.4	1.9	-5.7	-0.2	-0.1	78.0	-16.8
O=C(CCCn1c(=O)[nH]c2cc(Cl)ccc2c1=O)N1CCC2(CC1)OCCO2	-4.5	-1.2	-0.9	2.0	-1.5	-6.0	-4.5	0.1	97.0	3.0
CCOC(=O)[C@]12Cc3cc4ccccc4cc3[C@H]1N(Cc1ccccc1)C(=O)c1cc(OC)ccc12	.	.	.	4.7	.	.	23.4*	-0.1	93.0	0.5

Some of the entries so far, with two lines to a compound.
Below each compound – MC4R antag cAMP, Vif inh, MC4R ag barr, Granule exo inh, Glyco luc inh, TLR9-MyD88 block, ABHD5 PLIN5 PPI, aDG glyco up, ABCB6 inh MLPCN, NOD2 RIPK2 PPI
CCOC(=O)[C@]12Cc3cc(OC)ccc3[C@H]1N(Cc1ccccc1)C(=O)c1cc(F)c(F)cc12
  6.4, -3.2, -1.2, -10.3, -9.1, -3.6, -6.0, 0.1, 93.0, 0.0
O=c1[nH]c(=O)n(C2CCCCCC2)c(O)c1C=NCc1cccnc1
  12.1, 0.9, -2.0, -9.7, 0.5, -8.8, 1.9, 0.0, 97.0, -0.3
CC(C)(C)C(=O)N1Cc2ccccc2-n2nncc2C1
  -6.1, -0.1, 1.8, -1.7, 1.4, -1.0, 9.7, -0.1, 100.0, -4.7
COc1ccc2nc3c(C)n(C)ccc-3c2c1
  -1.4, -0.9, -0.8, -3.0, -1.5, -8.7, 8.5, 0.2, 97.0, -4.4
C#CCN1CCN(c2ccc(F)cc2)CC1
  -0.6, 8.9, -0.1, -1.0, 0.5, 3.0, 0.1, -0.2, 93.0, -0.1
CCCC(C)C(=O)NC1CCSC1=O (configuration not stated)
  4.4, -3.6, 0.0, 1.4, 1.9, -5.7, -0.2, -0.1, 78.0, -16.8
O=C(CCCn1c(=O)[nH]c2cc(Cl)ccc2c1=O)N1CCC2(CC1)OCCO2
  -4.5, -1.2, -0.9, 2.0, -1.5, -6.0, -4.5, 0.1, 97.0, 3.0
CCOC(=O)[C@]12Cc3cc4ccccc4cc3[C@H]1N(Cc1ccccc1)C(=O)c1cc(OC)ccc12
  ., ., ., 4.7, ., ., 23.4*, -0.1, 93.0, 0.5

(next part)
Field names – A = MC4R antag cAMP; B = Vif inh; C = MC4R ag barr; D = Granule exo inh; E = Glyco luc inh; F = TLR9-MyD88 block; G = ABHD5 PLIN5 PPI; H = aDG glyco up; I = ABCB6 inh MLPCN; J = NOD2 RIPK2 PPI
> NC(Cc1ccccc1)Cc1ccccc1
  A = -5.4	B = 11.9	C = -1.6	D = -1.4	E = -0.5	F = -0.6	G = 3.1	H = 0.6	I = 95.0	J = 8.8

> CCC(=NCCc1ccccc1)c1c(O)[nH]c(=O)[nH]c1=O
  A = -9.0	B = 23.0	C = -1.1	D = 3.8	E = 0.6	F = -3.1	G = 5.0	H = -0.1	I = 102.0	J = 4.7

> CC(C)N1CC=C(c2c[nH]c3ccccc23)CC1
  A = 8.7	B = .	C = 0.9	D = -1.6	E = 3.5	F = -11.7	G = 2.9	H = -0.1	I = 111.0	J = -2.4

> C#CCOCOCC#CCN(CC)CC
  A = 2.2	B = 1.9	C = -1.1	D = -1.3	E = 0.3	F = -1.8	G = 8.3	H = -0.3	I = 95.0	J = -6.9

> CC(C)NS(=O)(=O)c1ccc(OCC(=O)N2CCN(Cc3ccccc3)CC2)c(Cl)c1
  A = -10.8	B = .	C = -0.9	D = -0.5	E = -2.9	F = -3.5	G = -3.7	H = 0.5	I = 95.0	J = -0.4

> O=C(c1ccccc1)C1CCCN(Cc2nc(-c3cnccn3)no2)C1 (configuration not stated)
  A = 5.0	B = -4.3	C = 0.0	D = 1.4	E = -0.6	F = -9.3	G = -0.7	H = 0.3	I = 97.0	J = -2.2

> CCOc1ccc2nc(N=Nc3c(O)[nH]c(=S)[nH]c3=O)sc2c1
  A = -0.1	B = -5.6	C = -4.6	D = 1.8	E = -4.4	F = 0.2	G = 3.0	H = -0.3	I = 101.0	J = -17.6

> COc1ccc(C(=O)N2C[C@H]3C[C@@H](C2)c2cccc(=O)n2C3)cc1OC
  A = 8.8	B = -11.4	C = -1.4	D = -2.1	E = -2.1	F = -2.2	G = 5.7	H = 0.2	I = 99.0	J = -2.8

> Cc1ccc(-n2c(O)c(C=NCCCn3ccnc3)c(=O)[nH]c2=O)cc1
  A = -0.7	B = -9.2	C = -1.1	D = 4.2	E = -0.9	F = 2.9	G = -3.0	H = 0.0	I = 100.0	J = -0.1

> O=c1c(C=Nc2cccnc2Cl)c(O)n(CCCCl)c(=O)n1C1CCCCC1
  A = -1.7	B = -3.0	C = -2.6	D = 5.8	E = 1.1	F = 1.4	G = 4.4	H = -0.3	I = 102.0	J = 2.4

> Cc1cccc(C)c1-n1nnnc1C(c1cccc2ccccc12)N1CCC2(CC1)C(=O)NCN2c1ccccc1 (configuration not stated)
  A = .	B = -12.3	C = .	D = -5.7	E = -4.0	F = .	G = -1.0	H = -0.2	I = 96.0	J = 1.5

> O=C(Nc1ccccc1)OC1CN=C(N[N+](=O)[O-])NC1 (configuration not stated)
  A = 11.3	B = -8.6	C = 0.6	D = 7.7	E = 1.0	F = -3.5	G = -8.3	H = 0.0	I = 103.0	J = -2.0

> COc1ccc(CNCCc2c(C)[nH]c3ccc(OC(F)(F)F)cc23)c(OC)c1
  A = 9.5	B = -14.8	C = 5.5	D = 37.9	E = -4.1	F = -11.8	G = 12.6	H = -0.4	I = 89.0	J = 9.1

> c1ccc(-c2nnc(C3CC(c4cccnc4)=NO3)o2)cc1 (configuration not stated)
  A = 4.5	B = -1.9	C = -0.3	D = -2.5	E = 2.8	F = -15.3	G = -6.8	H = -0.1	I = 99.0	J = -6.8

> COc1ccc(OC(=O)N(C)C[C@@H]2OCc3cnnn3CCCC(=O)N([C@@H](C)CO)C[C@H]2C)cc1
  A = 1.9	B = 6.5	C = -0.4	D = -1.9	E = 0.9	F = 5.9	G = 5.6	H = -0.2	I = 105.0	J = -1.0

> Cc1ccccc1-c1ccc2c(c1)CNCc1cnnn1-2
  A = .	B = 3.8	C = .	D = -2.4	E = 1.8	F = .	G = -3.2	H = 0.1	I = 97.0	J = 0.7

> C=CCN1C(=O)/C(=C/c2cccs2)C(=O)NC1=S
  A = 22.4	B = 6.3	C = 0.4	D = 14.3	E = 2.0	F = 9.8	G = 3.6	H = -0.2	I = 96.0	J = -10.9

> COc1ccccc1-n1c(-c2ccccc2)nc2ccccc2c1=O
  A = 6.6	B = -1.2	C = 0.1	D = -9.5	E = -0.1	F = -8.4	G = -6.6	H = 0.0	I = 95.0	J = 2.2

> COC(=O)C1=C(c2cc3ccccc3o2)C[C@@H]2CC[C@H]1N2C(=O)N1CCCCC1
  A = -11.2	B = -2.3	C = -0.9	D = -5.7	E = .	F = -3.8	G = 0.8	H = -0.2	I = 98.0	J = 2.8

> CC(c1ccccc1)n1cncc1C(=O)O (configuration not stated)
  A = -0.7	B = -0.8	C = -1.1	D = 0.3	E = -0.3	F = 2.9	G = 4.2	H = -0.1	I = 106.0	J = -8.3

These rows are one share of the data (hit frequency here may not be typical).
